rTrxR1 inhibitor: rat TrxR1 inhibition; recombinant rTrxR1, NADPH fluorescence consumption, selenite substrate; actives 1% (n = 390,000); Potency, µM (highest dose often 114 µM), without a hit: at the top dose activity change, negative = inhibition, hits mostly inhibitors; O89049; note: potency is the fitted concentration of half-maximal effect; % is set by controls: 0 for no effect and ±100 for the full control effect; nearly all actives have a fitted effect of over 65% in size
Target sequence (O89049 whole entry, looked up): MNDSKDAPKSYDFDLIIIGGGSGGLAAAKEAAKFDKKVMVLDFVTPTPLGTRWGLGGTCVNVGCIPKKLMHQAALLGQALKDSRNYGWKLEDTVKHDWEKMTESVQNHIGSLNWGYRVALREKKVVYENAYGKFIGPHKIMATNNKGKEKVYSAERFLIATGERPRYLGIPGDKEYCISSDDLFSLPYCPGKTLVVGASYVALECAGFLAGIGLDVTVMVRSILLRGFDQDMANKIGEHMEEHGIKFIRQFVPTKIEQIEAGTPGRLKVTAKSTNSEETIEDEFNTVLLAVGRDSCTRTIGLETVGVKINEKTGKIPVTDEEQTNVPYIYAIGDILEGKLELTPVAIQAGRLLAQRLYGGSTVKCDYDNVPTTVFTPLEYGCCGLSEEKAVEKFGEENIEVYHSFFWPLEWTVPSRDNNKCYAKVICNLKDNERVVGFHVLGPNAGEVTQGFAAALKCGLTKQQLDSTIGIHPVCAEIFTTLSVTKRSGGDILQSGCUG
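Rat TrxR1 (90 nM in the dispensed reagent) was pre-reduced with 400 uM NADPH for 5 min at room temperature, then incubated with compound for 15 min. After 400 uM selenite was added, NADPH fluorescence (Ex 340/Em 450 nm) was followed for 8 min.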
TRHR agonist: agonists of human TRH receptor; TRHR cells, calcium flux fluo-8, FDSS agonist mode; activation, % at 2 µM; actives 0.18% (n = 360,000); in the data active = activation above about 30%; note: 0% is about no effect
Target sequence (P34981 whole entry, looked up): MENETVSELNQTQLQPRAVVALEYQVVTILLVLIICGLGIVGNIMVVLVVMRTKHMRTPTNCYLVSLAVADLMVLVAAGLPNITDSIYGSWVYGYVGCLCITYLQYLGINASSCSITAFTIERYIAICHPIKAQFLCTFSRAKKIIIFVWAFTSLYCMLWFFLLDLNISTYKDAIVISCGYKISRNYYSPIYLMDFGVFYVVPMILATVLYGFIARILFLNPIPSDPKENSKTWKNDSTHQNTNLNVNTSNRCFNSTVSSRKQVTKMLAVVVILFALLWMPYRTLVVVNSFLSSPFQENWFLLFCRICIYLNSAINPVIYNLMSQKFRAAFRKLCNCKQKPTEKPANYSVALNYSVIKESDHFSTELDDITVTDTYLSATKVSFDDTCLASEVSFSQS
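TRHR-expressing cells, plated overnight in medium with 10% serum, were loaded with fluo-8 calcium dye at room temperature. After a 10 s baseline, library compound was pin-added and calcium release was recorded kinetically (ex 480/em 530) as agonist response.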
TrxR1 substrate: rat thioredoxin reductase 1 substrate activity. Potency, µM (doses to about 114 µM), for the others: top-dose activity change, negative = substrate turnover. actives 0.01% (n = 390,000). O89049. purified TrxR1 substrate turnover, NADPH consumption readout; note: potency is the fitted concentration of half-maximal effect; % is set by controls: 0 for no effect and ±100 for the full control effect; nearly all actives have a fitted effect of over 50% in size
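Rat TrxR1, dispensed at 90 nM, was prereduced with 400 uM NADPH (final) for 5 min at ~22 deg C, then incubated with compound 15 min before 400 uM selenite. A first-read NADPH fluorescence drop versus no-compound background flagged substrates.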
IDH1 R132H inh: blocks human mutant IDH1 R132H enzyme. O75874. IDH1-R132H enzyme, NADPH consumption, diaphorase/resazurin fluorescence. Potency, µM (series often up to 76.6 µM), without a hit: top-dose activity change, negative = inhibition, most hits filed as inhibitors. actives 0.093% (n = 390,000). AID 602179; note: potency is the fitted concentration of half-maximal effect; % is set by controls: 0 for no effect and ±100 for the full control effect; nearly all actives have a fitted effect of over 65% in size
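IDH1-R132H (0.5 ug/mL) preincubated 30 min with compound, then NADPH (0.016 mM) and alpha-KG (2 mM) added; 80 min at RT, pH 7.5. Remaining NADPH coupled via diaphorase/resazurin to fluorescence (540/590 nm); concentration-response curves normalized to no-enzyme control.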
Pin1 inh: human Pin1 inhibition | Q13526 | Pin1 FP peptide displacement, HiFluor488, 10 min | Potency, µM (top dose mostly 115 µM), for the others: at the top dose activity, negative = inhibition, hits mostly inhibitors | actives 0.009% (n = 390,000) | AID 504891; active = well fitted inhibition curve with a large enough effect in the polarisation, with a control signal flat, not every such curve was filed as active; inconclusive = small, poorly fitted or top-dose-only effect, or effect the other way, or a change in a side signal; inactive = no such curve, though single readings can be large or run the other way; the % refers to the polarisation; note: potency is the fitted concentration of half-maximal effect; % is set by controls: 0 for no effect and ±100 for the full control effect
Target sequence (Q13526 whole entry, looked up): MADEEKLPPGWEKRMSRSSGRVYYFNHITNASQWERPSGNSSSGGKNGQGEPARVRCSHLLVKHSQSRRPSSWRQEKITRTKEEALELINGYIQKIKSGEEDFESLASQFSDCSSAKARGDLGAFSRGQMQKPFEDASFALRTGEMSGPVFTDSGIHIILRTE
D2 agonist: D2 dopamine receptor (human) agonism; P14416; HEK293 T-REx D2 cells, calcium flux agonist mode; activation, % at 2 µM; actives 0.53% (n = 340,000); AID 485358;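 active = activation over 3 SD above normal in the single-dose calcium agonist read, cut at about 30% in these data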; note: 0% is about no effect
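Agonism is scored from calcium flux in a force-coupled, inducible HEK293 cell line expressing D2, read kinetically for 180 s after compound addition against dopamine controls.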
D2 antag: D2 dopamine receptor (human) antagonism | HEK293 TREx D2 cells, calcium flux, dopamine EC80 | inhibition, % at 10 µM | actives 2% (n = 340,000); in the data active = inhibition above about 30%; note: 0% is about no effect
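Dopamine at EC80 is the agonist stimulus; test compounds precede it by 180 s. Calcium flux read kinetically in a force-coupled, inducible HEK293 T-REx D2 cell line.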
TRHR PAM: allosteric enhancers of human TRH receptor | P34981 | TRHR cells, fluo-8 calcium fluorescence, EC20 TRH enhancement | enhancement, % at 2 µM | actives 0.66% (n = 360,000) | AID 493056; in the data active = enhancement above about 30%; note: 0% is about no effect
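TRHR-expressing cells loaded with fluo-8 calcium dye were read kinetically (ex 480/em 530) during compound addition, then stimulated with an EC20 of TRH (10 nM final). Enhancement of the Gq-mediated intracellular calcium response was scored.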
USP1-UAF1 inh: USP1/UAF1 (human) deubiquitinase inhibition | Potency, µM (series often up to 57.1 µM), without a hit: top-dose activity change, negative = inhibition, hits mostly inhibitors | AID 743255 | actives 0.23% (n = 390,000) | recombinant USP1/UAF1, Ub-Rhodamine cleavage fluorescence; note: potency is the fitted concentration of half-maximal effect; % is set by controls: 0 for no effect and ±100 for the full control effect; nearly all actives have a fitted effect of over 60% in size; inactives centre near -12
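USP1/UAF1 complex at 1 nM was preincubated with compound for 15 min at room temperature, then Ub-Rho substrate (150nM final) was added. Fluorescence (480/540 nm) was read kinetically, 6 reads every 60 seconds.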
Active calls of the source: *; ? = inconclusive; . = no result given; [ ] = dose if it differs, or a comment. Unless noted, calls come from the whole dose curve; as a rule, active = well fitted inhibition curve with a large enough effect; inconclusive = small, poorly fitted or top-dose-only effect; inactive = no such curve, though single readings can be large or run the other way.

SMILES | rTrxR1 inhibitor | TRHR agonist | TrxR1 substrate | IDH1 R132H inh | Pin1 inh | D2 agonist | D2 antag | TRHR PAM | USP1-UAF1 inh
CCCCCC(=O)Nc1cccc(C2=NOC3(C2)C[C@H](C(N)=O)N(C(=O)COc2ccc(Cl)cc2)C3)c1 (some centres not stated) | 4% | 0.8 | -12% | -1%[38.3 µM] | 18% | 0.2 | -14 | -2 | -11%
Cc1cc(C)nc(NS(=O)(=O)c2ccc(NC(=O)c3ccc(S(=O)(=O)N4CC(C)OC(C)C4)cc3)cc2)n1 (configuration not stated) | -6% | 0.9 | -11% | -2% | -4% | 1.2 | 2 | 1 | -14%
Cc1ccc(NC(=O)C2CC2)cc1S(=O)(=O)N1CCOCC1 | 30%[activator] | . | 4% | -3% | ? | . | . | . | 4%
CCN(CC)c1ccc(/C=N/NC(=S)NC)c(O)c1 | -29% | -0.6 | -3% | -1% | 4% | -0.4 | -8 | -13 | -21%
CC(=O)N1CCN(C(=O)c2ccc(Oc3ccccc3)cc2)CC1 | 23%[57.1 µM] | -0.3 | 9%[57.1 µM] | 5% | 0% | 0.4 | 11 | 1 | 2%
Cc1ccc(NCCC(=O)c2cccs2)cc1C | 4.5µM* | 0.0 | 13%[57.1 µM] | 5% | -5% | 1.4 | -10 | -17 | -8%
COc1ccc(/C=N/NC(=O)c2cccc(NC(=O)c3ccc(Cl)cc3)c2)c(OC)c1 | -11% | -0.1 | 10% | -3% | 18% | -0.1 | -5 | 4 | -22%
COc1ccc(CNC(=O)N2CCN(c3ccccc3OC)CC2)cc1 | 8% | 0.1 | 1% | 5% | -5% | -0.3 | 0 | 6 | -17%
Cc1ccc(NC(=O)CCC(=O)N/N=C/c2cccnc2)cc1 | -5%[57.1 µM] | -2.8 | -4%[57.1 µM] | 6% | -4% | -2.4 | -8 | 10 | -1%
CCOc1ccc(NC(=O)COn2nnc3ccc(S(=O)(=O)N4CCOCC4)cc32)cc1 | 11%[57.1 µM] | 0.0 | 0%[57.1 µM] | 11% | 9% | 0.7 | -12 | 3 | -6%
COc1cccc(N2C(=O)C3ON(c4ccccc4)C(c4cccs4)C3C2=O)c1 (configuration not stated) | 3% | -0.2 | 1% | -5% | 22% | -0.2 | 4 | -15 | -14%
Cc1ccc(NS(=O)(=O)c2ccc(NC(=O)[C@@H]3CCCC[C@@H]3C(=O)O)cc2)c(C)c1 | -4% | -0.3 | -8% | 5% | -12% | . | . | 2 | 1%
Cc1ccc(NS(=O)(=O)c2ccc(CCC(=O)NCc3cccnc3)cc2)cc1 | 35%[57.1 µM] | 0.6 | 8%[57.1 µM] | 9% | -3% | 1.4 | -18 | 5 | -25%
Cc1c(Cl)cccc1NC(=O)c1cnc2sc(N3CCCC3)nn2c1=O | -1%[57.1 µM] | 0.2 | 1%[57.1 µM] | -2% | 1% | 1.5 | . | -2 | 0%
O=C(O)c1cc2c(cc1NC(=O)c1ccccc1C(F)(F)F)OCCCO2 | 14%[0.0914 µM] | 0.5 | 5%[57.1 µM] | 7% | -8% | -0.4 | 15 | 4 | -9%
CC1CN(CC(O)COC(c2ccc(Cl)cc2)c2ccc(Cl)cc2)CC(C)O1 (configuration not stated) | 3% | -0.5 | -4% | 3% | -1% | -0.4 | -2 | -4 | -11%
CC1(C)CC(=O)C(/C=N/c2ccccn2)=C(O)C1 | -17% | -0.6 | -20% | -3% | 0% | -0.4 | -12 | 3 | -1%
COc1ccc(S(=O)(=O)N2CCOCC2)cc1NC(=O)c1ccc(OCC(C)C)c(OC)c1 | 15% | -0.2 | -4% | 4% | 12% | -1.1 | -9 | 1 | -18%
CC(C)c1ccc(O)c(NC(=S)NC(=O)CCc2ccccc2)c1 | 12% | 0.4 | 9%[57.1 µM] | 1% | -9% | 0.1 | -12 | 0 | -12%
O=C(NCc1ccccc1)c1ccc(NC(=O)C2CCC2)cc1 | 3% | . | -5% | -4%[38.3 µM] | -4% | . | . | . | -16%
CCOC(=O)C1(Cc2cccc(F)c2)CCN(Cc2ccon2)CC1 | -4%[57.1 µM] | 0.5 | -5%[57.1 µM] | -12% | -2% | 0.6 | -9 | -6 | -9%
CN(CC(=O)Nc1ccccc1Cl)C(=O)c1cccc(-n2cccc2)c1 | 6% | -0.5 | -1% | 0% | 3% | 0.3 | -11 | -3 | -12%
COc1cccc(CC2(CO)CCN(S(=O)(=O)c3ccc(OC)cc3OC)CC2)c1 | 28% | -0.7 | 6% | 7% | 2% | 0.3 | 12 | -8 | -23%
CCC1CCCCN1C(=O)CSc1nnc(-c2ccc(OC)cc2)o1 (configuration not stated) | 10%[57.1 µM] | 0.1 | 7%[57.1 µM] | -5% | -17% | -0.2 | 8 | 2 | -12%
CCCNC(=O)C(Cc1ccc(I)cc1)NC(=O)c1ccc2ccccc2n1 (configuration not stated) | 27% | 0.4 | -3% | 8% | 8% | -0.2 | -2 | 3 | -21%
CCOC(=O)C1(C)C=C(Nc2ccc(O)cc2)C(=O)N1c1ccc(O)cc1 (configuration not stated) | ? | 0.2 | -6% | 1% | 1% | -0.8 | -4 | -7 | -20%
O=C(Oc1ccc(/C=N/NC(=O)c2ccccn2)cc1)c1cccc(F)c1 | -9% | . | 0% | 1% | -2% | . | . | . | -1%
Cc1cc(C(F)(F)F)c2c(N)c(C(=O)Nc3cc(C)on3)sc2n1 | -10% | 0.2 | -7% | -7% | ? | 0.8 | -44 | 5 | 2%
CC(=O)c1cnc(-c2ccccc2)s1 | -7%[57.1 µM] | -1.7 | -2%[57.1 µM] | -3% | 2% | -0.2 | -11 | 6 | -25%
Cc1ccc(-c2nc3c4ccccc4n(CC(=O)N4CCN(c5ccc(F)cc5)CC4)c(=O)n3n2)cc1 | 23%[57.1 µM] | 0.5 | -1%[57.1 µM] | 1% | ? | . | . | -1 | -15%
O=C(NCCN1CCN(C(=O)c2ccccc2Cl)CC1)C(=O)NCc1ccccc1 | 12% | -0.1 | -4% | 6% | 2% | 0.3 | -28 | 1 | -11%
COc1cccc(C(=O)N(C)CC(=O)Nc2ccc(F)c(F)c2F)c1 | 3% | 0.3 | -7% | 19% | 3% | -1.3 | -4 | 0 | -10%
Cc1ccc(NC(=O)[C@@H](NC(=O)c2cccc(S(=O)(=O)N3CCOCC3)c2)C(C)C)cc1C | -21%[57.1 µM] | -0.6 | -10%[57.1 µM] | -8% | 1% | -1.1 | 3 | -5 | -8%
Cn1c(CO)nc2c3ccccc3ccc21 | 15% | . | 7% | 2% | 2% | . | . | . | -18%
CCOC(=O)C1CCN(C(=O)C2CCN(S(=O)(=O)c3ccc4c(c3)CC(C)N4C(C)=O)CC2)CC1 (configuration not stated) | 12% | 0.1 | 0% | 4% | -1% | 0.5 | 3 | -10 | -16%
CCc1ccc(-c2nc(CS(=O)CC(=O)O)c(C)o2)cc1 (configuration not stated) | 3.5µM* | 0.3 | -12% | -2% | -12% | 0.8 | -18 | 3 | -3%
COc1ccc(CNC(=O)c2cc3cc4cc(OC)ccc4nc3o2)cc1 | -2% | 2.1 | 6% | 11% | 0% | -0.1 | . | -2 | -18%
COC(=O)c1ccccc1NC(=O)c1ccc2c(c1)OCCCO2 | 24% | -0.4 | 3% | 0% | -15% | 0.5 | -8 | -3 | -19%
O=[N+]([O-])c1ccccc1/C=N/Nc1nnc(-c2ccccc2)c(-c2ccccc2)n1 | 16% | 0.5 | 6% | -1% | -4% | . | . | -3 | -14%
Cc1ccn(C(=O)c2ccc(NC(=O)CC(C)C)cc2)n1 | 11% | 0.1 | -2% | 0% | 5% | 0.1 | 0 | 1 | -2%
O=C(CCN1C(=O)C2C3CCC(C3)C2C1=O)Nc1ccc(F)cc1 (configuration not stated) | -3% | 0.4 | -4% | -2% | 0% | 1.2 | 1 | 3 | -4%
OCCC1CN(Cc2cc(F)ccc2-n2cccn2)CCN1C1CCCC1 (configuration not stated) | 21% | -0.2 | 3% | -2% | -6% | -0.1 | -8 | -1 | -23%
Cc1ccc(NC(=O)c2nnn(CC(=O)Nc3ccc(C)c(Cl)c3)c2N)c(C)c1 | 26% | 0.7 | 1% | 13% | -1% | . | . | 6 | -16%

Structural class: the entries above containing a CF3 group
SMILES | rTrxR1 inhibitor | TRHR agonist | TrxR1 substrate | IDH1 R132H inh | Pin1 inh | D2 agonist | D2 antag | TRHR PAM | USP1-UAF1 inh
O=C(O)c1cc2c(cc1NC(=O)c1ccccc1C(F)(F)F)OCCCO2 | 14%[0.0914 µM] | 0.5 | 5%[57.1 µM] | 7% | -8% | -0.4 | 15 | 4 | -9%
Cc1cc(C(F)(F)F)c2c(N)c(C(=O)Nc3cc(C)on3)sc2n1 | -10% | 0.2 | -7% | -7% | ? | 0.8 | -44 | 5 | 2%

Looked up by structure from the entries so far:
SMILES | rTrxR1 inhibitor | TRHR agonist | TrxR1 substrate | IDH1 R132H inh | Pin1 inh | D2 agonist | D2 antag | TRHR PAM | USP1-UAF1 inh
Cc1cc(C(F)(F)F)c2c(N)c(C(=O)Nc3cc(C)on3)sc2n1 | -10% | 0.2 | -7% | -7% | ? | 0.8 | -44 | 5 | 2%
CN(CC(=O)Nc1ccccc1Cl)C(=O)c1cccc(-n2cccc2)c1 | 6% | -0.5 | -1% | 0% | 3% | 0.3 | -11 | -3 | -12%
OCCC1CN(Cc2cc(F)ccc2-n2cccn2)CCN1C1CCCC1 (configuration not stated) | 21% | -0.2 | 3% | -2% | -6% | -0.1 | -8 | -1 | -23%
COc1ccc(CNC(=O)c2cc3cc4cc(OC)ccc4nc3o2)cc1 | -2% | 2.1 | 6% | 11% | 0% | -0.1 | . | -2 | -18%

Screening results deposited in PubChem BioAssay by National Center for Advancing Translational Sciences (NCATS).

Some of the compounds tested; rates above refer to the full screens.
